# Compound activity as filed in PubChem.
# ERG-DNA inh: inhibitors of human ERG Ets domain-DNA interaction | P11308 | fluorescence polarization, His-ERG Ets domain / labelled DNA | Potency, µM (series often up to 76.9 µM), inactives show at the highest dose FP activity, negative = inhibition, most hits filed as inhibitors | actives 0.028% (n = 370,000) | AID 624246; active means well fitted inhibition curve with a large enough effect in the polarisation, with a control signal flat; inconclusive means small, poorly fitted or top-dose-only effect, or effect the other way, or a change in a side signal; inactive means no such curve, though single readings can be large or run the other way; the % refers to the polarisation;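 further: polarization taken with two DNA probes labelled with fluorescein and Texas red; potency means the concentration at half of the fitted maximal effect; % of control where 0% means no effect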
# Target sequence (P11308 whole entry, looked up, the tested form may be a part): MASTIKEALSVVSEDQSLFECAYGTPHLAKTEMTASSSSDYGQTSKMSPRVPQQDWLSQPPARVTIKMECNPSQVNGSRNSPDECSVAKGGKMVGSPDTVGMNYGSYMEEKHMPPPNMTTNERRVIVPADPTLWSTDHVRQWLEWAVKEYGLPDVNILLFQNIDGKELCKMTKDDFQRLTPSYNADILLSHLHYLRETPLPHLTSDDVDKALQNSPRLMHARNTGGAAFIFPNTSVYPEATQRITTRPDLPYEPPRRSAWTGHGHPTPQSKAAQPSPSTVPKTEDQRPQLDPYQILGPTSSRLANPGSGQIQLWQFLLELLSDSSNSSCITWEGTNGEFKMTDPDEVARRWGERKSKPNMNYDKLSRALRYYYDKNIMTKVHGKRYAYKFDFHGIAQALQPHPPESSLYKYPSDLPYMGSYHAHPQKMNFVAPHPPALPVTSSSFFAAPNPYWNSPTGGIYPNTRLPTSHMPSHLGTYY
#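 His-tagged ERG Ets domain (1 uM in the protein solution; 300mM KCl, 50mM Tris-HCl, 1mM EDTA, 1mM DTT, pH 7.5) received compound, then a probe mix of 5 nM fluorescein-DNA and 100nM Texas-615-DNA. Fluorescence polarization was read for both dyes.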
# LDHA inh: LDHA (human) enzyme inhibition; AID 1347041; activity change, % (values are at about 110 or 230 µM); actives 0.15% (n = 480,000); purified LDHA, NADH/diaphorase-resazurin fluorescence; stronger effect = lower value; P00338; in the data active means activity change below about -30%; inconclusive means mostly about -25% to -30%;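 further: plate controls were DMSO wells for no effect and wells without enzyme for full effect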
#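 Remaining NADH was detected by diaphorase (0.133 mg/mL) converting 37 µM resazurin to fluorescent resorufin, read at 0 and 20 minutes. The preceding 5-minute room-temperature reaction used 2 nM LDHA, 0.2 mM sodium pyruvate and 0.06 mM NADH at pH 7.4.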
# RGS4 inh: human RGS4 inhibition. P49798. Transcreener GDP fluorescence polarization, RGS4-accelerated GTP hydrolysis. Potency, µM (titrated, usually from 114 µM), for the others: at the highest dose activity change, negative = inhibition, usual class: inhibitors. actives 0.039% (n = 390,000). AID 504845; further: potency means the concentration at half of the fitted maximal effect; on the % scale 0 is the no-effect control and ±100 the full control effect; nearly all actives have a fitted effect of over 75% in size; some results filed as inactive show a strong effect at the top dose
# Target sequence (P49798 whole entry, looked up): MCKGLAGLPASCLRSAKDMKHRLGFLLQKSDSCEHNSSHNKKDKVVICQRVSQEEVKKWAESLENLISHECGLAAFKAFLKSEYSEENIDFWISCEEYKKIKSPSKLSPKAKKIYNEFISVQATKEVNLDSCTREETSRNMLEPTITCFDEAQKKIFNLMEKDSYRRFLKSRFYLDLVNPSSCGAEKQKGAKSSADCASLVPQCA
#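 MLSMR compounds (23 nl, pin-transferred) preincubated 10 min at room temperature with a 500nM (2x) first reagent, then RGS4 at 900nM (2x) plus Transcreener GDP mix added; fluorescence polarization (620/688 nm) read before and after 90 min at 30 °C.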
# POLK inh: inhibitors of human DNA polymerase kappa. Q9UBT6. purified Pol kappa, fluorescent DNA synthesis assay, 10 min. Potency, µM (highest dose often 107 µM), inactives show at the top dose activity, negative = inhibition, most hits filed as inhibitors. actives 0.53% (n = 400,000). AID 588579; further: potency means the concentration at half of the fitted maximal effect; on the % scale 0 is the no-effect control and ±100 the full control effect
#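 First, compounds were pin-transferred onto 10 nM Pol kappa. After 15 min at room temperature, substrate was added to 50 nM final. Fluorescence was then measured kinetically at 0 and 10 min.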
# Pol eta inh: DNA polymerase eta (human) inhibition. Q9Y253. recombinant Pol eta, fluorescent DNA replication assay. actives 1.2% (n = 390,000). AID 588591. Potency, µM (titrated, usually from 114 µM), inactives show at the highest dose activity change, negative = inhibition, hits mostly inhibitors; further: potency means the concentration at half of the fitted maximal effect; on the % scale 0 is the no-effect control and ±100 the full control effect
#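 Pol eta at 10 nM preincubated with compounds 15 min at room temperature; reaction started with fluorescent substrate (50 nM final) and read kinetically at 0 and 10 min.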
# Apoferritin bind: candidate novel general anesthetic via apoferritin binding; Potency, µM (doses to about 77.5 µM), without a hit: at the highest dose activity change, negative = displacement, usual class: inhibitors; AID 485281; apoferritin/1-aminoanthracene competitive binding, fluorescence; actives 0.074% (n = 350,000); further: potency means the concentration at half of the fitted maximal effect; on the % scale 0 is the no-effect control and ±100 the full control effect; nearly all actives have a fitted effect of over 20% in size
# Target sequence (P02791 2-175 limits assumed): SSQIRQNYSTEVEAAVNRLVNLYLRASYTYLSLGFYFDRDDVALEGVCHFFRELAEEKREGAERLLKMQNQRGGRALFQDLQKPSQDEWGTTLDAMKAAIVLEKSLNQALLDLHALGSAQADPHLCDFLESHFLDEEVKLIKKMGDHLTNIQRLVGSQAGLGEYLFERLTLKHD
#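 Apoferritin-based anesthetic binding model; compound displacement of fluorescent 1-AMA measured as endpoint fluorescence after 10 minutes at room temperature, scaled to free-ligand and complex controls.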
# 12-LOX inh: blocks human arachidonate 12S-lipoxygenase; P18054; purified 12hLO, xylenol orange hydroperoxide absorbance; Potency, µM (doses to about 108 µM), inactives show at the highest dose activity change, negative = inhibition, actives largely listed as inhibitors; actives 1.1% (n = 580,000); AID 1671190; further: potency means the concentration at half of the fitted maximal effect; on the % scale 0 is the no-effect control and ±100 the full control effect
#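 Purified human 12hLO (150 nM final) in 25 mM Hepes, 0.01% Triton X-100, pH 7.0 was preincubated 15 min at room temperature with compound. Then 40 uM arachidonic acid was added, 30 min. Hydroperoxide was read by Fe-XO absorbance ratio 573/405 nm.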
# POLB inh: inhibitors of human DNA polymerase beta | P06746 | Pol beta primer extension/strand displacement, fluorescence kinetic | Potency, µM (doses to about 114 µM), without a hit: top-dose activity change, negative = inhibition, hits mostly inhibitors | actives 1.3% (n = 340,000); further: potency means the concentration at half of the fitted maximal effect; on the % scale 0 is the no-effect control and ±100 the full control effect
#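 Values derive from four-parameter Hill fits of normalized kinetic data: reads at 0 and 10 min following addition of 50 nM substrate to 10 nM Pol beta preincubated 15 min with compound.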
# APEX1 inh: APE1 (human) endonuclease inhibition; recombinant APE1, TAMRA/BHQ-2 abasic DNA cleavage fluorescence; Potency, µM (titrated, usually from 65.8 µM), for inactives: at the highest dose activity change, negative = inhibition, most hits filed as inhibitors; actives 0.35% (n = 350,000); AID 2517;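 further: potency means the concentration at half of the fitted maximal effect; plate controls were vehicle for no effect and reference inhibitor for full effect; nearly all actives have a fitted effect of over 55% in size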
#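 Endonuclease cleavage of a quenched abasic-site DNA duplex (50 nM) by APE1 (0.75 nM) was tracked by TAMRA dequenching. Compounds were preincubated with enzyme 15 min at room temperature; data normalized to buffer-only and DMSO wells plus NSC13755 control.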
# * = called active by the depositor; ? = inconclusive; . = not tested or not shown; [ ] = dose if it differs, or a comment. Unless noted, the call rests on the fitted dose curve; in most records, active means well fitted curve in the direction sought with a large enough effect; inconclusive means small, poorly fitted or top-dose-only effect, or another doubt; inactive means no such curve, though single readings can be large; an effect the other way counts as inactive or inconclusive.
SMILES,ERG-DNA inh,LDHA inh,RGS4 inh,POLK inh,Pol eta inh,Apoferritin bind,12-LOX inh,POLB inh,APEX1 inh
O=C1C=CC(O)(c2cc(=O)c3c(O)cc(O)cc3o2)C=C1,0%,3,?,-8%,?,-6%,-1%,14%,4%
CCOC(=O)C1=C(CC)Nc2ccccc2N=C1NC(=O)c1cc(S(=O)(=O)N2CCOCC2)ccc1C,18%,-5,-11%,-3%,-10%,.,5%,.,4%
C[C@H](CO)N1C[C@H](C)[C@@H](CN(C)S(=O)(=O)c2cn(C)cn2)Oc2ccc(NC(=O)C3CCCCC3)cc2C1=O,-6%,-10,15%,1%,-10%,.,0%,.,1%
Cc1onc(-c2ccccc2)c1C(=O)OCC(=O)Nc1ccc(OC(F)(F)F)cc1,-5%,3,-4%,-3%,-14%,.,125%[activator],.,-19%
O=C(Cn1cc2c(n1)CCCCC2)NCCN1CCOCC1,7%,-1,-17%,2%,-10%,-2%,148%[activator],2%,24%
Cc1ccc(NC(=O)CCS(=O)(=O)c2ccc(Br)cc2)c(C)c1,1%,-3,5%,-6%[60.1 µM],8%,-6%,-14%,-1%,.
CN(C)S(=O)(=O)c1ccc(Cl)c(NC(=O)CSc2nc3c(cc2C#N)C(=O)CCC3)c1,-7%,-2,10%,11%,-20%,2%,-10%,53%,-2%
CCOc1ccc(N(Cc2cc3ccc(C)cc3[nH]c2=O)S(=O)(=O)c2ccccc2)cc1,4%,0,-7%,-11%,-11%,-11%,?,31%,-2%
Cc1ccc(C)c(N(CC(=O)NCc2ccco2)C(=O)CCC(=O)Nc2nccs2)c1,7%,-5,4%,-9%,-8%,2%,-19%,2%,20%
CCOC(=O)c1cnc2ccc(Cl)cc2c1Nc1ccc(OCC)cc1,-3%,-4,10%,-1%,-9%,?,-28%,9%,.
CCOC(=O)COc1cc2c(C(=O)OCC)c(C)oc2cc1Br,1%,3,-1%,-10%,-10%,-9%,-22%,28%,1%
COc1ccc(-c2cc(C(=O)OCC(=O)N(C)C)c3ccccc3n2)cc1,-1%,0,-6%,2%,6%,-10%,?,3%,-2%
N#Cc1nc(-c2ccc(OCc3ccccc3)cc2)oc1N1CCOCC1,-2%,-3,8%,-5%,-23%,5%,11%,-4%,0%
Cc1nn(C)c(Cl)c1/C=N/OC(=O)c1ccc(F)cc1,-2%,-3,4%,-2%,-16%,-7%,-4%,35%,4%
CCCc1cnc(N2CCN(C(=O)c3ccc(OC)cc3)CC2)nc1,-3%,-3,-7%,-12%,-9%,0%,.,2%,24%
O=C1CN(C(=O)COc2cccc(F)c2)c2ccccc2N1,.,.,.,.,.,2%,-14%,4%,18%
COc1ccc(Oc2ccc(NC(=O)c3ccccc3C)cc2)cc1,5%,-6,-8%,-4%,-19%,3%,11%,1%,0%
CC(C)C[C@H](NC(=O)Nc1cccc(Cl)c1)C(=O)O,-3%,-7,12%,-7%,?,-14%,14%,17%,-2%
CCC(C)(C(=O)NC1CCCCC1)N(Cc1cccs1)C(=O)c1ccccn1 (centres undefined),-2%,-2,-14%,-1%,-18%,-8%,-12%,2%,5%
CCOc1ccc(Nc2nc(N3CCOCC3)nc(N3CCOCC3)n2)cc1,-3%,-4,0%,-13%,-4%,-4%,-8%,4%,35%
O=C(c1coc(=O)c(Br)c1)N1CCOCC1,0%,-8,-28%,?,10µM*,-1%,470%[activator],6.3µM*,13µM*
COCCn1c(SCC(=O)N2CCOCC2)nnc1-c1ccco1,1%,-5,0%,-4%,-10%,5%,4%,51%,9%
CC(C)COC(=O)NCCCOC(=O)Nc1ccccc1,-9%,-5,2%,5%,9%,-20%,0%,0%,1%
COc1ccc(NC(=O)c2cc(C(C)C)on2)cc1OC,-4%,-5,21%,-8%,-12%,-9%,11%,25%,-5%
COc1ccc(OC)c(-c2csc(NC(=O)Cn3[nH]c(=O)c4ccccc4c3=O)n2)c1,4%,-1,?,-3%,?,-21%,0%,?,-4%
COCCCN(CC(=O)NCc1ccccc1)S(=O)(=O)c1ccc(C)cc1,9%,-19,36%,-7%[60.1 µM],8%,-12%,24%,-1%,12%
Brc1ccsc1-c1csc(-c2ccncc2)n1,5%,-4,-14%,-15%,-8%,-14%,30%,?,13%
O=C(COC(=O)C1CC2C=CC1C2)NCc1ccccc1Cl (centres undefined),2%,-6,-23%,-4%,-19%,-5%,-19%,30%,1%
CCOc1ccc(OCC)c(Nc2nc3ccccc3n3nnnc23)c1,9%,-9,15%,-16%,.,7%,-10%,9%,.
C=CCSc1nc(N)c(C(=O)Nc2ccccc2C)cc1C(N)=O,-8%,-4,-10%,-1%,-9%,-5%,?,-12%,3%
CC(=O)Nc1ccc(NC(=O)C(C)OC(=O)CCc2nc3ccccc3s2)cc1 (centres undefined),-3%,-10,-15%,3%,-19%,-8%,-1%,-10%,-7%
Cc1ccc(C(=O)Nc2ccccc2N2CCCCC2)o1,1%,0,-19%,6%,1%,-19%,2%,-1%,-23%
CCn1ccc2c(OCC(=O)Nc3ccccc3C(F)(F)F)cccc2c1=O,5%,-3,-5%,-4%[60.1 µM],-17%,-6%,-27%,8%,.
Cc1ccc(CNC(=O)Nc2ccccc2)n1C,2%,3,0%,-5%,-5%,-7%,456%[activator],8%,2%
CCOC(=O)c1cc(Sc2ccccc2N)cc(C(=O)OCC)n1,4%,2,-11%,-8%,-3%,-5%,?,25µM*,0%
CSc1ccc(CN(C)C(C)C(=O)NCC2CCCCC2)cc1 (centres undefined),17%,1,8%,-12%,-8%,8%,-10%,-1%,5%
O=C(COc1ccccc1)N(Cc1cccnc1)c1nc2ccc(F)cc2s1,-19%,-3,-10%,-3%[60.1 µM],-15%,-6%,-19%,1%,.
Cc1cc(C)n2nc(C(=O)NC(C)(C)C)nc2n1,-2%,-1,11%,-25%,1%,-8%,175%[activator],4%,0%
COc1ccc(N2C(=O)c3ccccc3NC2c2ccc(NC(C)=O)cc2)c(OC)c1 (centres undefined),-11%,-16,1%,-7%,5%,5%,0%,-1%,-1%
CC(C)S(=O)(=O)c1cnc(-c2cccnc2)nc1N,-1%,-6,12%,-7%,-18%,6%,-2%,2%,-1%
CCc1ccc(O)c(C(=O)c2cnc3cc(-c4ccc(C)cc4)nn3c2)c1,1%,-9,-14%,-3%,-13%,9%,-14%,2%,.
CC1(C)Cc2cccc(OCC(=O)N3CCN(c4cccc(C(F)(F)F)c4)CC3)c2O1,7%,2,24%,-14%,-24%,.,5%,.,-16%
COc1ccc(S(=O)(=O)N2CCCCC2)cc1NS(=O)(=O)c1cc(Cl)ccc1Cl,2%,-4,13%,-1%,-9%,-18%,5%,0%,2%
Cc1ccc(CN(C)C(=O)c2ccccc2Sc2ccccc2C#N)cc1,-3%,3,-11%,4%,-1%,-9%,168%[activator],47%,18%
COc1ccc(S(=O)(=O)n2nc(OC(C)=O)cc2N)cc1,7%,-3,-4%,-32%,7%,-1%,-13%,?,1%

# Two compounds drawn at random from the list so far:
SMILES,ERG-DNA inh,LDHA inh,RGS4 inh,POLK inh,Pol eta inh,Apoferritin bind,12-LOX inh,POLB inh,APEX1 inh
CCOC(=O)c1cnc2ccc(Cl)cc2c1Nc1ccc(OCC)cc1,-3%,-4,10%,-1%,-9%,?,-28%,9%,.
CCCc1cnc(N2CCN(C(=O)c3ccc(OC)cc3)CC2)nc1,-3%,-3,-7%,-12%,-9%,0%,.,2%,24%

# (list continues)
SMILES,ERG-DNA inh,LDHA inh,RGS4 inh,POLK inh,Pol eta inh,Apoferritin bind,12-LOX inh,POLB inh,APEX1 inh
CCCCN1C=C(C(=O)OC)C(c2ccccc2C(F)(F)F)C(C(=O)OC)=C1,10%,-10,-6%,-4%,-2%,21%,-2%,-30%,2%
COCCCNC(=O)CSc1nc2ccccc2c(=O)n1Cc1ccco1,1%,5,1%,2%[60.1 µM],-9%,4%,-18%,1%,.
CC1CCN(Cc2nc(-c3ccc(Cl)cc3)no2)CC1,-6%,-1,11%,2%,-21%,-6%,0%,-6%,-1%
CC(=O)N/C(=C\c1ccccc1)C(=O)OCCCOC(=O)/C(=C/c1ccccc1)NC(C)=O,-11%,-4,24%,-20%,-4%,-10%,-12%,23%,15%
Nc1nc(CN2CCCCCC2)nc(Nc2ccc(F)cc2)n1,-2%,-3,-22%,2%,-3%,-20%,-7%,0%,-2%
COc1ccccc1-c1c(C)nn2c(N3CCN(c4ccccc4OC)CC3)cc(C)nc12,4%,0,-51%,4%,-11%,-8%,15%[57.4 µM],29%,17%
O=C(COc1ccccc1)Nc1ccc(S(=O)(=O)N2CCCC2)cc1,-4%,-2,-2%,2%,-15%,?,13%,11%,-4%
COC(=O)C12CCC(C)(c3nc4ccccc4nc31)C2(C)C (centres undefined),-1%,-1,-7%,3%,-7%,-20%,?,-13%,0%
CCCc1nc2oc3c(NCC4CCCO4)ncnc3c2c2c1COC(C)(C)C2 (centres undefined),2%,3,3%,-8%,-3%,-6%,?,12%,-1%
N=c1n(CCN2CCCCC2)c2ccccc2n1CC(O)c1ccc(Cl)c(Cl)c1 (centres undefined),.,-4,-8%,-21%,-7%,?,?,10%,?
CN(C(=O)C1=CC(c2ccc3c(c2)OCO3)=NS(=O)(=O)N1C)c1ccccc1,2%,-3,-18%,4%,-22%,?,?,-1%,.

# A portion of the library; count on the stated rates, not on these rows.
